# Screens: PubChem, several laboratories
# NR2E3 ag-1: activates human NR2E3 receptor | inhibition of corepressor binding, % at 3.98 µM | CHO-S Gal4-NCOR/VP16-NR2E3 two-hybrid, luciferase | actives 0.35% (n = 360,000) | AID 602229 | Q9Y5X4;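 active = inhibition above the mean of all tested compounds plus 3 SD, cut at about 70% in these data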;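 note: 0% = DMSO with NR2E3 transfected cells and 100% = cells lacking NR2E3 construct; higher means lower luciferase signal from less NR2E3 corepressor binding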
# Target sequence (Q9Y5X4 whole entry, looked up, the tested form may be a part): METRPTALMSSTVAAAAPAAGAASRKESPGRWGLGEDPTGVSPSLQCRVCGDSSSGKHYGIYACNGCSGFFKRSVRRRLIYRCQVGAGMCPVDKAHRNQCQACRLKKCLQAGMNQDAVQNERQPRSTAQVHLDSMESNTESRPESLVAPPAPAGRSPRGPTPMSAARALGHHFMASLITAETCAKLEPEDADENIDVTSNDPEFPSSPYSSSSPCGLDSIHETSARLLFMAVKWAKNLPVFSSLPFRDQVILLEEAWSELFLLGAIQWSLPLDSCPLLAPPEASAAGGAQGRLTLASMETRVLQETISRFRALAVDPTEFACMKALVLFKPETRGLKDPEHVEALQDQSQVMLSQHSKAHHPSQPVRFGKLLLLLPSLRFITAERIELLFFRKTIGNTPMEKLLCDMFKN
# Peg3 promoter: reduces Peg3 promoter-driven luciferase expression in HeLa. AID 588405. inhibition, % at 20 µM. HeLa PEG-Prom luciferase reporter, luminescence, overnight. actives 1.7% (n = 360,000);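 active = inhibition of at least 50% at 20 µM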
# CF NFkB inh: inhibitors of cystic fibrosis induced NF-kB | actives 0.86% (n = 360,000) | inhibition, % at 5 µM | AID 588850 | KKLEB NF-kB-GFP reporter, PAF-induced, GFP fluorescence overnight;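 active = at least 50% inhibition at 5 µM, scaled per plate between neutral and stimulator controls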;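 note: PAF is a Pseudomonas aeruginosa culture filtrate used as stimulus; plate controls were PAF-stimulated DMSO wells for no effect and unstimulated DMSO wells for full effect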
# Shn3 inh set2: reduces Shn3 3'UTR luciferase signal in osteoblasts; inhibition, % at 12.5 µM; actives 0.52% (n = 360,000); Clone20 osteoblast Shn3 3'UTR firefly luciferase, 24 h;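 active = mean inhibition of at least 75% with every replicate also reaching 75%; inconclusive = mean inhibition at least 75% but some replicate below; inactive = mean inhibition below 75%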;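 note: 0% = median of neutral control wells and 100% = pilot-screen positive control compound; some compounds past the cut are filed as inactive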
# Vif inh: inhibitors of HIV Vif | HEK293T cells, Vif self-association by quenched fluorescence, imaging, 24 h | inhibition, % at 7.49 µM | actives 0.35% (n = 340,000) | AID 602346; in the data active = inhibition above about 50%, passing the limit was not always enough; inconclusive = no clear call, values can overlap the other calls; inactive = below about 31%; note: some results filed as inactive read as strong as hits
# PDI inh: PDI (human) enzyme inhibition | P07237 | PDI insulin aggregation turbidity, A650, 90 min | inhibition, % at 10 µM | actives 0.052% (n = 350,000);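 active = mean inhibition across replicates of 30% or more, whatever share of single replicates reach that level; inconclusive = mean inhibition below 30% while every single replicate reaches 30%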;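 note: absorbance from insulin aggregation driven by PDI reduction with DTT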
# Target sequence (P07237 whole entry, looked up): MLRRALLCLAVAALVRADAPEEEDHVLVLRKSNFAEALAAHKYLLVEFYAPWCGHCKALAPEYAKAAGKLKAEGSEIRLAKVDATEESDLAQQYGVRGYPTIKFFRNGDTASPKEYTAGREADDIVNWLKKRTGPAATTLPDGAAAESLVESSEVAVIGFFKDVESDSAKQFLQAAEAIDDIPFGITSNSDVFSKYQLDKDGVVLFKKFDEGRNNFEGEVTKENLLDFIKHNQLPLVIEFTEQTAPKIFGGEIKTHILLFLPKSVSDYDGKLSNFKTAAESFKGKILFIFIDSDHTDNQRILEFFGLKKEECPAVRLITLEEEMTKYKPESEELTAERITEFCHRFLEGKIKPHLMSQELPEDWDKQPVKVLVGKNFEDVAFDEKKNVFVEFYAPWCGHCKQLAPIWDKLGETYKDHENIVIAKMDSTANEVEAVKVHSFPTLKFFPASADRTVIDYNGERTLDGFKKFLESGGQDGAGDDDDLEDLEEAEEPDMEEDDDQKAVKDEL
# CaV13 FRET inh: Disruptors of the CACNA1D IQ motif to Ca2+-dependent inactivation inhibitor domain association, primary screening, Förster resonance energy transfer in intact living …; HEK cells, CFP/YFP FRET ICDI-IQ, plate reader, 10 min; percent FRET-ratio fall versus neutral wells; actives 0.098% (n = 340,000); AID 743397; inhibition, % at 12.3 µM;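 active = mean replicate inhibition of at least 30% and at least 1% of replicates passing that level; inconclusive = only one of the two criteria is met; inactive = neither criterion is met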;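 note: 0% = median of the neutral control wells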
# MITF TRPM1 inh: MITF TRPM1 promoter inhibition in SK-MEL-5 cells | SK-MEL-5 TRPM1 promoter luciferase, 24 h | inhibition, % at 12.5 µM | actives 0.83% (n = 330,000) | AID 488899;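 active = mean inhibition across replicates of 60% or more, whatever share of single replicates reaches that level; inconclusive = some that reach 60%, reason not given; inactive = mean inhibition across replicates below 60%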; note: values of inactives mirror those of a sister screen read the other way
# HIF-2a inh: blocks HIF-2a reporter activity | inhibition, % at 18.8 µM | 786-0 RCC cells HIF-2a reporter, luciferase luminescence, overnight | actives 0.72% (n = 360,000) | AID 624352;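 active = inhibition of the luminescence signal of 40% or more relative to plate controls, in a single-dose primary screen at 18.75 µM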
# KKLEB tox: CF airway cell cytotoxicity counter-screen | KKLEB CF airway cells viability, ATPlite luminescence, overnight; stronger effect = lower value; cells stimulated with P. aeruginosa culture filtrate | AID 602141 | activity change (cytotoxicity), % at 5 µM | actives 0.36% (n = 360,000);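 active = corrected activity change at or below -50% at 5 µM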
# NR2E3 ag-2: agonists of human nuclear receptor NR2E3; actives 0.12% (n = 320,000); AID 2300; Q9Y5X4; GST-NR2E3/biotin-RetCOR TR-FRET, 1536-well; inhibition of corepressor binding, % at 4.78 µM;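 active = percent inhibition above the cutoff of mean plus 3 SD of all tested compounds, set per screening campaign, cut at about 20% in these data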;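 note: 0% = DMSO wells and 100% = biotin wells as full block of FRET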
#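 System: GST-tagged NR2E3 plus biotinylated RetCOR corepressor; Buffer or medium: pH 7.5 Tris-based buffer; Probe or stimulus: RetCOR corepressor, biotinylated, 7 nM; Doses: compound at 4.8 µM, single dose; Schedule: 5 h incubation at 4 °C; Technique: time-resolved FRET; Evaluation: percent inhibition of TR-FRET ratio; Replication: one well per compound, singlicate testing.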
# * hit, by the source's call; ? = inconclusive; . = not tested or not shown.
SMILES,NR2E3 ag-1,Peg3 promoter,CF NFkB inh,Shn3 inh set2,Vif inh,PDI inh,CaV13 FRET inh,MITF TRPM1 inh,HIF-2a inh,KKLEB tox,NR2E3 ag-2
CC(C)(C)OC(=O)NCCCCCC(=O)N/N=C/c1coc2ccccc2c1=O,-36,-68,4,-22,3,-5,-21,-8,-26,9,2
CN(C)CCCN(C(=O)c1ccc(S(=O)(=O)N2CCc3ccccc32)cc1)c1nc2c(Cl)cccc2s1,18,35,31,23,4,?,-10,?,6,-26,0
CNC(=O)C(=O)Nc1c(C)cc(C)cc1C,-23,14,13,-5,-1,-5,-6,6,7,-5,-7
COc1ccc(C(=O)NNC(=O)C(=O)NC2CCCCC2)cc1,-21,5,-7,10,-4,-6,-4,-4,15,3,0
CC(C)[C@H](NC(=O)N1CCn2c1nc1ccccc12)C(=O)NCCc1ccccc1,17,-13,-5,-18,-12,-2,-2,-4,-35,10,3
Cc1cc2sc3nc(=O)n(-c4ccccc4)c(=O)n3c2cc1C,-102,-381,2,-37,3,1,-5,-110,-408,1,-1
c1csc(-c2csc3nc(CN4CCOCC4)nc(NCc4ccc5c(c4)OCO5)c23)c1,-11,38,12,20,6,-4,-6,9,22,-14,0
CC1=C(C(=O)N(C)C)CC(CC(=O)NCCc2ccccn2)C(=O)N1Cc1ccccc1 (stereo unspecified),-18,-5,-27,-11,0,-6,-6,.,-1,6,.
COc1ccc(NC(=O)Nc2nc3ccccc3s2)cc1,-114,-362,-1,-116,-1,-3,3,-87,-259,11,5
O=C(O)c1ccc(NC(=O)c2cn(-c3ccccc3)nc2-c2ccccc2)cc1,-52,-111,0,-59,2,-1,8,-23,-124,-2,1
CSc1ccc(CCNC(=O)c2ccc(CS(=O)Cc3ccc(Cl)cc3)o2)cc1 (stereo unspecified),10,-15,-17,17,-9,2,-7,-5,-1,9,1
COC(CNC(=O)c1cc(-c2ccncc2)nc2ccc(S(=O)(=O)N3CCOCC3)cc12)OC,-1,8,17,-3,7,5,-5,14,10,-5,5
O=C(COC(=O)C1CC1)Nc1ccc(S(=O)(=O)N2CCOCC2)cc1,-11,-6,27,3,3,-4,-5,-6,10,-8,.
Fc1ccc(Br)cc1C1C=C(c2ccc(Br)s2)Nc2ncnn21 (stereo unspecified),-6,2,-3,8,5,0,.,-72,2,-5,-9
COc1ccc(/C=N/NC(=O)c2c(C)nnn2-c2nonc2N)cc1OC,-13,11,14,-14,-4,-1,-5,-18,-6,-4,1
C=CCC[C@H](Cc1ccc(F)cc1)C(=O)OC[C@H](C)NC(=O)[C@@H](CC=C)CC(=O)N[C@H](CO)Cc1ccccc1,-7,15,-14,-27,-2,13,-9,-9,12,11,.
O=C(NCCCn1ccnc1)/C(=C\c1ccc(Br)cc1)NC(=O)c1ccccc1,-21,13,2,3,0,0,-3,-7,5,-8,-4
Cn1c(=O)c2c(ncn2CC(=O)Nc2cccc(S(=O)(=O)Nc3ccccc3F)c2)n(C)c1=O,-8,-7,-3,13,-2,2,-19,-12,20,-14,2
Nc1ccc(C=C2C=Cc3ccccc32)cc1,-83,-246,-25,-6,10,2,-11,-15,-120,-5,.
CCn1c(=O)c2sccc2n2c(CCCC(=O)NC3CCN(Cc4ccccc4)CC3)nnc12,17,5,-5,-4,-1,1,-13,2,1,3,-3
CC(C)C(NC(=O)c1ccccc1F)C(=O)NCCc1ccccn1 (stereo unspecified),-43,-3,12,0,4,4,0,-17,8,-8,0
CCOC(=O)c1ccccc1OC(=O)CS(=O)c1ccccc1[N+](=O)[O-] (stereo unspecified),17,8,-21,0,7,13,-24,6,3,11,0
O=C(NCCc1ccccc1)C1=CCN(S(=O)(=O)c2ccccc2)CC1,-15,-78,16,-10,-3,-3,-2,-21,-67,10,2
O=C1C=C(c2ccc3[nH]ccc3c2)C[C@@H](c2ccc(F)cc2)C1,-10,-36,2,-73,-1,0,-8,-26,-69,-3,4
COc1cc(OC)c(C(=O)OCC(=O)NC23CC4CC(CC(C4)C2)C3)cc1OC,8,7,-12,0,5,0,-5,0,2,-13,.
Cc1ccc(C)c(NC(=O)C(c2ccccc2)N2CCN(CC(=O)N3CCOCC3)CC2)c1 (stereo unspecified),-13,4,3,-2,-3,3,-4,16,-5,28,.
N#CCCN(C(=O)CN1CCN(S(=O)(=O)c2ccc3c(c2)OCCO3)CC1)c1ccc(F)cc1,-4,10,6,-33,0,16,-4,-1,-8,-20,2
COc1ccc(NS(=O)(=O)c2cc(NC(=O)c3ccc(=O)[nH]c3)ccc2N2CCCC2)cc1,-22,38,17,1,.,4,-11,8,30,-14,2
COc1ccccc1N1CCN(C(=O)Cc2c(C(=O)O)[nH]c3ccc(Cl)cc23)CC1,19,6,-5,3,2,3,-4,-1,14,2,3
C[C@H]1CCC(=O)N([C@H](COc2ccccc2)Cc2ccccc2)CC1,11,15,7,6,-3,9,-1,-7,-2,-12,0
Cc1ccccc1CC(=O)N1CCN(S(=O)(=O)c2ccc(Cl)s2)CC1,11,7,17,-4,21,-2,-6,-2,1,-17,.
Cn1nnc2cc(C(=O)NC(C)(C)C)ccc21,-17,2,2,1,8,-3,-7,8,17,6,-2
Cc1ccc(NS(=O)(=O)c2cccc(C(=O)NCCCN3CCOCC3)c2)cc1,-9,24,9,0,11,-4,-6,9,9,-1,0
O=C(c1cccs1)N(CC1CCCO1)c1nc(-c2ccccc2)cs1 (stereo unspecified),-19,3,-12,2,9,1,-3,-1,-12,-1,1
C=CCNc1nnc(SCC(=O)N2CCCCC2)c2ccccc12,-16,-2,4,3,10,0,-4,12,1,-1,0
CC1C(=O)NC(=O)C1c1ccccc1 (stereo unspecified),-12,12,10,2,-9,-2,-4,4,15,3,-2
NC(=O)c1cccc2ccccc12,-6,20,-7,.,7,-3,5,-6,15,-3,2
Cc1cccc2c3c([nH]c12)C(=O)CC(C)(C)S3,-34,6,3,19,13,-2,-2,-5,2,0,-1
O=C(CC1NCCc2ccccc21)Nc1ccc(Cl)cc1 (stereo unspecified),-2,-39,25,-25,-2,1,-5,4,-86,-1,2
Cc1ccc(C(=O)Nc2nc(C(N)Cc3ccc(C(F)(F)F)cc3)cs2)cc1 (stereo unspecified),-16,96*,12,16,-4,8,-10,.,9,-8,.
O=C(Nc1ccccc1)C1CC2CCC1C2 (stereo unspecified),2,-10,1,9,7,3,-4,14,0,-1,2
Cc1ccc(NC(=O)CS(=O)CC(=O)N(CC(=O)NC2CCCC2)c2cc(C)ccc2C)cc1 (stereo unspecified),2,11,5,8,-5,-4,.,3,5,7,-1
O=C1CCN(S(=O)(=O)c2ccccc2)CCN1CCOCc1ccc(F)cc1,-5,5,-14,-4,-1,-2,-11,-6,10,0,3
COc1cccc(-c2nc(C(N)=O)c3[nH]c(=O)n(-c4ccccc4)c3n2)c1OC,11,9,-5,2,11,1,-6,-2,8,1,-2
CC(C)(C)c1ccc(C(=O)CSc2ncn[nH]2)cc1,-99,-181,17,-49,1,1,-4,-45,-192,3,1
COc1cccc(C(=O)NC2CCCc3c2cnn3-c2cc(C)cc(C)c2)c1 (stereo unspecified),10,13,6,19,1,3,-5,10,15,-4,.
O=C(c1ccco1)c1cn(CC(=O)N2CCCCC2)c2ccccc12,-8,-11,-24,-2,-18,0,-5,-9,2,0,1
O=C(c1ccco1)N1CCN(Cc2cc(=O)c(OCc3ccccc3F)co2)CC1,-16,-5,10,-36,-4,2,-7,0,-5,1,2
O=C(c1ccncc1)N1CCN(S(=O)(=O)c2cc(C(F)(F)F)cc(C(F)(F)F)c2)CC1,8,12,48,-5,-4,2,-1,17,8,-3,-1
O=c1cc(NC2CCCCC2)c2ccccc2o1,-4,-45,26,31,-9,5,-5,10,8,-18,1
Cc1ccc(C(O)c2ncc(-c3ccc4ccccc4c3)[nH]2)cc1F (stereo unspecified),-27,-66,-10,-7,-9,2,-9,.,-160,3,.
O=C(Nc1ccccc1F)C1CCCN1S(=O)(=O)c1cccc2nsnc12 (stereo unspecified),-1,5,-38,3,2,2,-12,12,14,-1,-5
Cc1ccc(C2NC(=O)c3ccccc3O2)cc1 (stereo unspecified),-21,-12,1,-1,42,-1,-6,1,-20,8,0
CC(=O)c1cccc(NC(=O)COc2cc3oc(=O)c(CC(C)O)c(C)c3cc2Cl)c1 (stereo unspecified),-10,9,47,18,3,1,-13,1,7,-15,3
COc1ccc(NC(=O)CSCC(=O)N2c3ccccc3CCc3ccccc32)cc1,-7,-10,9,0,-1,-4,1,-5,15,3,4
Cc1cccnc1NC(=O)C(C)N1C(=O)c2ccccc2C1=O (stereo unspecified),-5,2,4,-9,-4,5,-2,-3,9,-2,1
Cc1nc2ncnn2c(C)c1Cc1cccc(F)c1,18,21,3,82,6,3,3,-3,9,-5,-1
CCOC(=O)CSc1nnc(-c2cccc(Br)c2)o1,-13,-4,7,8,-3,-11,.,-4,13,-9,1
COC(=O)CNC(=O)COC(=O)c1cc(F)c(F)cc1Cl,-3,0,0,-10,1,-2,-5,-5,23,-2,0
CCOc1ccccc1NC(=O)NCc1ccc(F)cc1,-4,-6,4,3,10,10,5,21,11,-3,-2

# Entries listed above marked active in Peg3 promoter.
canonical_smiles | NR2E3 ag-1 | Peg3 promoter | CF NFkB inh | Shn3 inh set2 | Vif inh | PDI inh | CaV13 FRET inh | MITF TRPM1 inh | HIF-2a inh | NR2E3 ag-2
Cc1ccc(C(=O)Nc2nc(C(N)Cc3ccc(C(F)(F)F)cc3)cs2)cc1 (stereo unspecified) | -16 | 96* | 12 | 16 | -4 | 8 | -10 | . | 9 | .

# Other entries follow:
SMILES,NR2E3 ag-1,Peg3 promoter,CF NFkB inh,Shn3 inh set2,Vif inh,PDI inh,CaV13 FRET inh,MITF TRPM1 inh,HIF-2a inh,KKLEB tox,NR2E3 ag-2
O=C(Cc1cccs1)NCc1ccccc1,-27,-43,6,-20,6,-8,-5,-21,-98,6,0
Cc1ccc(CN2CCNC(=O)C2CC(=O)N(C)CCc2cnn(C)c2)cc1 (stereo unspecified),-17,27,14,19,6,6,.,7,19,-4,.
Cc1sc2nc3c(C(=O)N4CCCC4)cc(C(=O)c4ccccc4O)cn3c(=O)c2c1C,5,-1,2,14,-12,11,-4,8,16,-1,1
O=C(Cn1cccc1C(=O)c1ccccc1)NCc1ccccc1,3,-184,-4,-2,2,-3,-4,-16,-35,-7,2
CCC(=O)Nc1ccc2nc(C)n(CC(=O)Nc3ccccc3)c(=O)c2c1,-7,15,-2,1,4,0,-8,-1,-6,1,2
